# Screens deposited in PubChem BioAssay by National Center for Advancing Translational Sciences (NCATS).
# Tb PGK inh: blocks T. brucei phosphoglycerate kinase; P07378; PGK/GAPDH coupled, Kinase-Glo luminescence, 60 min; Potency, µM (titrated, usually from 57.5 µM), for the others: top-dose activity change, negative = inhibition, hits mostly inhibitors; actives 0.043% (n = 380,000); further: on the % scale 0 is the no-effect control and ±100 the full control effect; nearly all actives have a fitted effect of over 60% in size
# Target sequence (P07378 whole entry, looked up): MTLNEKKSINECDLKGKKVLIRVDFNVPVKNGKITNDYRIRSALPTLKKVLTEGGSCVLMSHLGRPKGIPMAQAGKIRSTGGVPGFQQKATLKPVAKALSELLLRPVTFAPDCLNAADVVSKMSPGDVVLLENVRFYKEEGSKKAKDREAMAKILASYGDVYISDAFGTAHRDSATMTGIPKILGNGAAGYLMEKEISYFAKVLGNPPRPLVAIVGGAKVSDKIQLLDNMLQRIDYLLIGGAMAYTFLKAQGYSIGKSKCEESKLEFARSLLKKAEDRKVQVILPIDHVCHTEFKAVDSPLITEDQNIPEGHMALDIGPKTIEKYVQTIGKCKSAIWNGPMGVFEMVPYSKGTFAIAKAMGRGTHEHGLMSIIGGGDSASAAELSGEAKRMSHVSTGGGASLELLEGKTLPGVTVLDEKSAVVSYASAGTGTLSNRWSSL
#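 Recombinant glycosomal PGK reaction used 1,3-bisphosphoglycerate generated in-well by GAPDH (100nM final) in 100mM TEA pH 7.6, 5mM MgCl2, 0.01% Tween-20. After 60 minutes at room temperature, ATP was read by Kinase-Glo Plus luminescence end-point.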
# Pin1 inhibitor: blocks the human prolyl isomerase Pin1; Q13526; Pin1 FP peptide displacement, HiFluor488, 10 min; Potency, µM (titrated, usually from 115 µM), inactives show at the highest dose activity, negative = inhibition, actives largely listed as inhibitors; actives 0.009% (n = 390,000); AID 504891; active means well fitted inhibition curve with a large enough effect in the polarisation, with a control signal flat, not every such curve was filed as active; inconclusive means small, poorly fitted or top-dose-only effect, or effect the other way, or a change in a side signal; inactive means no such curve, though single readings can be large or run the other way; the % refers to the polarisation; further: on the % scale 0 is the no-effect control and ±100 the full control effect
# BAZ2B block: blocks human BAZ2B; actives 4.4% (n = 360,000); AID 504333; AlphaScreen BAZ2B-H3K14Ac peptide displacement; Q9UIF8; Potency, µM (titrated, usually from 114 µM), for the others: at the highest dose activity change, negative = inhibition, hits mostly inhibitors; further: on the % scale 0 is the no-effect control and ±100 the full control effect; nearly all actives have a fitted effect of over 60% in size
#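 BAZ2B 50 nM plus b-H3(5-23)K14Ac 50 nM, PBS pH 7.4/0.01% Tween-20, 30 min RT; compound added (max 110 uM), 30 min RT; streptavidin donor/Ni-chelate acceptor beads 10 ug/mL final, 20 min dark; AlphaScreen read.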
# HP1b binding inh: HP1-beta chromodomain-methylated histone interaction inhibition. actives 0.56% (n = 390,000). Potency, µM (series often up to 114 µM), inactives show at the highest dose activity change, negative = inhibition, usual class: inhibitors. AlphaScreen HP1-beta / biotin-H3K9me3 peptide binding. AID 540317; further: nearly all actives have a fitted effect of over 70% in size; inactives centre near 23
#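 Compound inhibition of the preformed complex between 50 nM HP1-beta and 50 nM biotinylated H3K9me3 peptide was read by AlphaScreen. Buffer was PBS pH 7.4 with 0.01% Tween-20. Incubations ran 30 min at room temperature, with 10 ug/mL donor/acceptor beads.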
# GLS inhibitor: blocks human kidney-isoform glutaminase activity; O94925; GLS enzymatic activity, qHTS titration; Potency, µM (highest dose often 45.5 µM), for inactives: at the top dose activity change, negative = inhibition, actives largely listed as inhibitors; actives 0.21% (n = 410,000); further: on the % scale 0 is the no-effect control and ±100 the full control effect
# Target sequence (O94925 whole entry, looked up, canonical isoform): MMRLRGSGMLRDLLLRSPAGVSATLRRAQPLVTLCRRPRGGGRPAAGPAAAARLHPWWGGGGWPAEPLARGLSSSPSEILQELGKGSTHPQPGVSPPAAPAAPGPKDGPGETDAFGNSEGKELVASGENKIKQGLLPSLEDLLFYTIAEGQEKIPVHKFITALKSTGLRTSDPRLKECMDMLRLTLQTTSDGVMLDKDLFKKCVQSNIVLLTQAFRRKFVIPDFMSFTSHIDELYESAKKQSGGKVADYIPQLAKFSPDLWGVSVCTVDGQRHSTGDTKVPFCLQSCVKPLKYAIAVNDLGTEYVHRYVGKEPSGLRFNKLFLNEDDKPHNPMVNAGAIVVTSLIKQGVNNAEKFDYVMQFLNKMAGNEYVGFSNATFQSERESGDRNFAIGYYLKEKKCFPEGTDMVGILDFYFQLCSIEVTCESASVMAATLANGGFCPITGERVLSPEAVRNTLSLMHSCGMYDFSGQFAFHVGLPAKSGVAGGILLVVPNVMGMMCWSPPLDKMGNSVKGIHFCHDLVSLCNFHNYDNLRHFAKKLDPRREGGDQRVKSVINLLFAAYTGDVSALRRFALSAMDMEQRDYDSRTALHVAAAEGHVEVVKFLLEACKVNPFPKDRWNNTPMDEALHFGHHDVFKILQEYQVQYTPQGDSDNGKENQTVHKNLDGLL
#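 Two-point fluorescence kinetic (t0, 30 min RT) for hKGA; glutamate detected via glutamate oxidase–HRP–Amplex Red. Substrate: 1 mM L-glutamine solution; buffer 45 mM KH2PO4, pH 8.2.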
# BLM helicase inh: Bloom syndrome helicase (human) inhibition | P54132 | recombinant BLM DNA unwinding, fluorescence dequenching | Potency, µM (titrated, usually from 56.1 µM), for the others: at the top dose activity change, negative = inhibition, actives largely listed as inhibitors | actives 0.2% (n = 350,000) | AID 2528;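 further: plate controls were vehicle for no effect and no enzyme for full effect; nearly all actives have a fitted effect of over 35% in size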
# Pol iota inh: DNA polymerase iota (human) inhibition; actives 1% (n = 390,000); AID 588590; Pol iota fluorescent replication assay, 10 min; Potency, µM (series often up to 115 µM), for inactives: at the highest dose activity, negative = inhibition, most hits filed as inhibitors; Q9UNA4
#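 Pol iota at 10 nM preincubated 15 min with compounds at room temperature; reaction started with fluorescent substrate, 50 nM final. Fluorescence read kinetically at 0 and 10 min; buffer-only wells as negative control.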
# G9a inh: inhibitors of human histone lysine methyltransferase G9a | G9a H3K9 monomethylation, AlphaScreen, 2 h | Potency, µM (doses to about 102 µM), for the others: at the top dose activity, negative = inhibition, actives largely listed as inhibitors | actives 8.8% (n = 350,000) | Q96KQ7; further: on the % scale 0 is the no-effect control and ±100 the full control effect; nearly all actives have a fitted effect of over 75% in size
#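 Step 1: enzyme (final 20 nM) with compound, 15 min RT. Step 2: substrate peptide 500 nM and SAM 20 uM, 2 h RT. Step 3: anti-H3K9me1 antibody and AlphaScreen beads, 10 min, then plate read.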
# JMJD2A Tudor: JMJD2A Tudor domain (human) inhibition; AlphaScreen JMJD2A-Tudor / H3K4me3 peptide binding; Potency, µM (top dose mostly 114 µM), inactives show at the highest dose activity change, negative = inhibition, usual class: inhibitors; O75164; AID 504339; actives 4.4% (n = 390,000); further: on the % scale 0 is the no-effect control and ±100 the full control effect; nearly all actives have a fitted effect of over 50% in size
# Numbers without * were called inactive; i = inactive; u = inconclusive; x = no result given; & = joins results of further samples; ! = repeats disagree; [ ] = another dose, or the depositor's remark. Unless noted, the call rests on the fitted dose curve; in most records, active means well fitted curve in the direction sought with a large enough effect; inconclusive means small, poorly fitted or top-dose-only effect, or another doubt; inactive means no such curve, though single readings can be large; an effect the other way counts as inactive or inconclusive. Potency means the concentration at half of the fitted maximal effect. An excerpt; the hit share may differ from the screen's.
# The opening 3 compounds as a preview:
SMILES,Tb PGK inh,Pin1 inhibitor,BAZ2B block,HP1b binding inh,GLS inhibitor,BLM helicase inh,Pol iota inh,G9a inh,JMJD2A Tudor
Cc1cc(-c2cc(-c3ccc(Cl)cc3)nc(N)c2C#N)co1,-9%,24%,u,-9%,3%,-18%,u,u,40µM*
O=C(Cn1cnc2c(nnn2Cc2ccc(Cl)cc2)c1=O)NCC1CCCO1 (stereo unspecified),i,-9%,-2%,15%,0%,-2%,0%[58.9 µM],16%[12.7 µM],-18%
Cc1nc(N2CCOCC2)c2c(C(=O)N(C)c3ccccc3)c(C)oc2n1,-6%,-6%,11%[57.1 µM],-1%,-11%,0%,0%,-22%[59 µM],-18%

# The listing, repeating the preview:
SMILES,Tb PGK inh,Pin1 inhibitor,BAZ2B block,HP1b binding inh,GLS inhibitor,BLM helicase inh,Pol iota inh,G9a inh,JMJD2A Tudor
Cc1cc(-c2cc(-c3ccc(Cl)cc3)nc(N)c2C#N)co1,-9%,24%,u,-9%,3%,-18%,u,u,40µM*
O=C(Cn1cnc2c(nnn2Cc2ccc(Cl)cc2)c1=O)NCC1CCCO1 (stereo unspecified),i,-9%,-2%,15%,0%,-2%,0%[58.9 µM],16%[12.7 µM],-18%
Cc1nc(N2CCOCC2)c2c(C(=O)N(C)c3ccccc3)c(C)oc2n1,-6%,-6%,11%[57.1 µM],-1%,-11%,0%,0%,-22%[59 µM],-18%
COc1cc(/C=N/N2CCCCC2)cc([N+](=O)[O-])c1O,-8%,0%,45µM*,-21%,22%,-14%,u,50µM*,u
CCOC(CNc1ncnc2c1cnn2C)OCC,-5%,-2%,-1%,10%,5%,-8%,89%[activator],-7%[59 µM],-12%
Cc1cccc(-c2nc(CS(=O)CC(=O)NCc3ccc(Cl)cc3)c(C)o2)c1 (stereo unspecified),0%,15%,-19%,32%,1%,-7%,12%,u,-8%
Cc1ccc(-n2nnnc2-c2cccc(C)c2)cc1,3%,-3%,17%,34%,-11%,0%,159%[activator],30%,23%
CCN(c1ccccc1)S(=O)(=O)c1ccc(C(=O)NCCCN2CCOCC2)cc1,-2%,1%,8%,18%,12%,x,-9%,-4%[12.7 µM],-11%
CC(=O)C1=C(O)C(=O)N(c2cc(C(C)(C)C)on2)C1c1ccc(C(C)C)cc1 (stereo unspecified),1%,3%,1%,21%,-17%,-2%,14%,9%[59 µM],-29%
Cc1cccc(NC(=O)Nc2ccccc2[N+](=O)[O-])n1,i,-2%,2%,21%,-4%,4%,33%[activator],12%,-11%
COc1ccccc1-c1cn[nH]c1-c1ccc(OCc2ccc(F)cc2)cc1O,-4%,-5%,-13%,48%[activator],4%,-16%,10%,-33%,-27%
O=[N+]([O-])c1cc(Cc2ccccc2)cc(C=Nc2ccc(N3CCOCC3)cc2)c1O,-1%,u,40µM*,u,u,-6%,0%,-14%[59 µM],56µM*
CS(=O)(=O)c1ccc(N)c(SSc2cc(S(C)(=O)=O)ccc2N)c1,-8%,22%,35µM*,u,10µM*,x,u,u,1.4µM*
CCOc1cccc(C(=O)Nc2nc(-c3ccc(S(=O)(=O)N4CCOCC4)cc3)cs2)c1,-9%,16%,1%,11%,-2%,2%,17%,-33%[59 µM],-8%
COc1ccc(CN(CC(=O)NC2CCCCC2)C(=O)CCC(=O)Nc2nccs2)cc1,-7%,4%,3%,-16%,5%,0%,74%[activator],14%,-11%
CCCNC(=S)Nc1ccc(F)cc1F,-2%,8%,3%,0%,0%,1%,3%[58.9 µM],x,-13%
COc1ccccc1-n1c(SCC(=O)NC2CCS(=O)(=O)C2)nc2cc([N+](=O)[O-])ccc21 (stereo unspecified),-1%,-2%,-2%,0%,2%,-1%,13%,19%[59 µM],-17%
CCCCN1CC(COCc2ccccc2)Oc2cccc(Oc3ccc(OC)cc3)c2S1(=O)=O (stereo unspecified),6%,4%,x,29%,3%,x,7%,x,-7%
COc1ccc(S(=O)(=O)N2CCN(CC(=O)N3CCc4ccccc4C3)CC2)cc1OC,2%,2%,-4%,36%,-1%,x,51%[activator],-2%[12.7 µM],2%
CC(Sc1nnc(-c2ccc(Cl)cc2Cl)n1Cc1ccccc1)C(=O)Nc1nccs1 (stereo unspecified),-1%,-2%,-7%,u,19%,-9%,3%,-38%[59 µM],79µM*
CCN(Cc1nc2ccccc2c(=O)[nH]1)Cc1nc2ccsc2c(=O)[nH]1,-7%,2%,-27%,20%,-11%,-2%,160%[activator],14%,-30%
COc1ccc(C2CC(c3ccc(C)cc3)Nc3ncnn32)cc1 (stereo unspecified),-7%,-3%,1%,48%[activator],-3%,-1%,30%[activator],u,-19%
Cc1ccc2oc(=O)c3cnn(CC(=O)N(CCC(C)C)Cc4ccco4)c3c2c1,5%,12%,-5%,31%,-5%,-6%,16%,18%,-6%
O=C(Nc1nnc(SCCC2OCCO2)s1)C1CC(=O)N(c2ccc(F)cc2)C1 (stereo unspecified),-9%,u,u,27%,-4%,-11%,u,40µM*,-21%
CCN(CC)CCNC(=S)Nc1ccc2nc(N3CCN(CC)CC3)cc(C)c2c1,i,-5%,-11%,-7%,12%,58%[activator],59%[activator],45µM*,-20%
CCOc1ccc(C(CC(=O)O)NC(=O)C23CC4CC(CC(C4)C2)C3)cc1 (stereo unspecified),15%,-3%,-6%,24%,2%,1%,23%,-2%[59 µM],-8%
CCC1CO/C(=C(\C(=C(Cl)Cl)N2CCOCC2)[N+](=O)[O-])N1 (stereo unspecified),0%,-9%,-3%,21%,11%,1%,39%[activator],-9%,-14%
Cc1cccc(OCC(=O)Nc2nc3ccc([N+](=O)[O-])cc3s2)c1,-7%,22%,-10%,27%,8%,-9%,13%,-18%[59 µM],-13%
Cc1c(C(C)C)c(=O)n(-c2ccc(S(=O)(=O)NC(C)C)cc2)n1C,-2%,-2%,-8%,16%,-2%,-4%,128%[activator],x,-7%
COc1ccc(OC)c(N(CC(=O)NCCc2ccc(OC)c(OC)c2)S(=O)(=O)c2ccccc2)c1,-6%,0%,-15%,5%,-4%,1%,82%[activator],14%,5%
Cc1cccc(-n2ncc3c(NC4CCCCC4)ncnc32)c1,9%,1%,-1%,58%[activator],0%,-3%,3%,0%[59 µM],-1%
Nn1c(SCc2ccc(Br)cc2)nnc1-c1cccnc1,-5%,2%,6%,84%[activator],-2%,0%,-6%,x,-4%
COc1ccc(-c2n[nH]c(=S)o2)c(OC)c1,6%,2%,-37%,52%[activator],8%,1%,3%,u,79µM*
O=C(CSc1nnc(-c2ccncc2)o1)Nc1cccc(Cl)c1,i,-4%,x,-12%,6%,x,4%,x,-10%
C/C=C/C=N/NC(=O)CN(c1ccc(Br)cc1)S(=O)(=O)c1ccccc1,13%,-1%,-2%,11%,8%,-5%,17%,0%[59 µM],-32%
Nc1ccccc1C#Cc1ccc([N+](=O)[O-])cc1,-8%,-2%,x,u,1%,x,11%,x,u
CC1=C(C/C=C(\C)CCCC(C)CCCC(C)CCCC(C)C)C(=O)c2ccccc2C1=O (stereo unspecified),-2%,1%,-8%,56%[activator],-7%&-14%,-3%,92%[activator],14µM*!,-20%
CCOC(=O)N(O)c1ccc(C=Cc2ccccc2)cc1,28µM*,2%,x,u,-12%,x,25µM*,x,u
CC(C)C(=O)OCc1cc(=O)n2nc(C3CCCCC3)sc2n1,i,2%,4%,88%[activator],5%,-1%,14%,10%[59 µM],-4%
OC1CCCN(Cc2ccc3c(c2)Cc2ccccc2-3)C1 (stereo unspecified),i,-8%,13%,22%,-2%,1%,u,0%[59 µM],-10%
O=C1c2cccnc2C(=O)N1Cc1ccc(S(=O)(=O)N2CCOc3ccccc32)cc1,-4%,10%,-28%,9%,-2%,-3%,u,-6%,-15%
CC(=O)Nc1ccc(N2CCCCC2)c(C(=O)Nc2cccc(C)c2)c1,-2%,2%,u,9%,15%,-7%,-2%,-15%,-32%
CCCN(CCC)S(=O)(=O)c1ccc(NC(=O)Cc2cccs2)cc1,-4%,14%,u,12%,-3%,-25%,u,-41%[59 µM],u
O=S1(=O)NC(=NC2CCCCCC2)c2ccccc21,i,-11%,-4%,14%,u,-4%,12%,9%[59 µM],-23%
O=C(CN1CCOCC1)N1N=C(c2cccs2)CC1c1cccs1 (stereo unspecified),2%,5%,-36%,12%,12%,-1%,-19%,-10%[12.7 µM],0%
O=C(C1CCCN(S(=O)(=O)c2cnc[nH]2)C1)N1CCN(Cc2ccccc2)CC1 (stereo unspecified),5%,1%,8%,11%,11%,0%,-24%,15%,-30%
COc1ccc(CN(C)C(=O)c2ccc(NS(=O)(=O)c3ccccc3)cc2)c(OC)c1,-2%,0%,-27%,15%,-5%,x,-17%,u,-13%
Cc1sc2ncnc(OCC(=O)NCc3cccs3)c2c1C,i,0%,15%,13%,5%,4%,8%,-2%[59 µM],-10%
CCOC(=O)c1cc(-c2ccc(F)cc2)n(CC(=O)N2CCCC2)c1C,-2%,-4%,1%,34%,-11%,-4%,28%,-34%,-16%[11.4 µM]
CC1CCCN(C(=O)c2ccc3ncsc3c2)C1 (stereo unspecified),-3%,-12%,12%,24%,3%,x,-16%,-13%,-3%

# Next section:
SMILES,Tb PGK inh,Pin1 inhibitor,BAZ2B block,HP1b binding inh,GLS inhibitor,BLM helicase inh,Pol iota inh,G9a inh,JMJD2A Tudor
COc1ccccc1NC(=O)N1CCN(C(=O)Nc2ccccc2OC)CC1,5%,-2%,0%,65%[activator],0%,-2%,23%,-132%[59 µM],6%[11.4 µM]
O=C(NCc1cccnc1)c1cc2nc(-c3ccc4c(c3)OCO4)cc(C(F)(F)F)n2n1,1%,1%,-8%,44%[activator],-4%,0%,17%,7%,-5%
CCCn1c(SCC(=O)NCc2ccc3c(c2)OCO3)n[nH]c1=O,-11%,13%,34%[activator],19%,-3%,x,-5%,22%[12.7 µM],-9%
COc1ccccc1-n1nc(C)cc1N,i,-6%,4%,34%,22%,-6%,12%,3%,-18%
CC1Cc2ccccc2N1C(=O)CSc1nc2cc3c(cc2cc1C#N)OCO3 (stereo unspecified),0%,2%,0%,38%,2%,-1%,-1%,-23%[59 µM],-3%
